Bioassay records as filed in PubChem.
Rac1 mut GTP = GTP binding modulators of activated mutant Rac1, primary screen, biochemical, bead-based flow cytometry, multiplex, fluorescent GTP. GST-Rac1 activated beads; actives lie on both sides; 100% means binding = to untreated wells. percent activity (GTP binding), % at 10 µM. 190,000 tested, 0.11% active;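 active means GTP binding at least 20 percentage points away from the 100% baseline, in either direction, so actives lie on both sides; inconclusive means Compound likely fluorescent itself, or too few beads counted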
Rac1 wt modul = wildtype Rac1 GTP binding modulators, primary screen, biochemical, GST-Rac1 beads, flow cytometry, multiplex | Ras-related C3 botulinum toxin substrate 1 (Homo sapiens), P63000 | fluorescent GTP binding; actives lie on both sides; 0 = cold GTP competed, 100 = untreated | GTP binding activity (% of control), % at 10 µM | 190,000 tested, 0.27% active | AID 757, 2007;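 active means GTP binding activity at least 20 points away from the 100% control level, either lower or higher; inconclusive means compound flagged as likely green fluorescent, judged across all proteins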
Rab7 wt modul = modulators of GTP binding to Rab7, primary screen, biochemical, wildtype, multiplex bead flow cytometry; GST-Rab7 beads, fluorescent GTP binding; actives lie on both sides; untreated = 100%, excess cold GTP = 0%; GTP binding activity (percent of control), % at 10 µM; 190,000 tested, 0.055% active; AID 758, 2007;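 active means fluorescent GTP binding to Rab7 beads changed by at least 20 points from the 100% baseline, either direction, mostly lower; inconclusive means compound itself probably fluorescent, or too few beads counted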;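 further: median green fluorescence of bound Bodipy-FL-GTP per Rab7 bead population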
Bim-Bcl-2 = inhibitors of Bim-Bcl-2 binding, primary screen, biochemical, multiplexed, human Bcl-2 family. Apoptosis regulator Bcl-2 (Homo sapiens), P10415. Bead-based flow cytometry, Bim peptide-Bcl-2 binding. inhibition, % at 10 µM. 190,000 tested, 0.06% active; in the data active means inhibition above about 40%; inconclusive means no clear call, values can overlap the other calls;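 further: 0% = no compound wells with probe peptide and 100% = reference peptide inhibitor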
Target sequence (P10415 whole entry, looked up): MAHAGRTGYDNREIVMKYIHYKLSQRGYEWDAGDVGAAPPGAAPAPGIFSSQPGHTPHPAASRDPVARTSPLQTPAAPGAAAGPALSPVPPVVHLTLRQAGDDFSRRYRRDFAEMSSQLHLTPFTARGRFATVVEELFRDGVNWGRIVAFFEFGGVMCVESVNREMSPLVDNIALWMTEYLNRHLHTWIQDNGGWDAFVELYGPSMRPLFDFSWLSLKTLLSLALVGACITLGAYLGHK
Bcl-W Bim block = inhibitors of Bim binding to Bcl-W, primary screen, biochemical, multiplexed, bead-based flow cytometry; Bim peptide-Bcl-W binding; inhibition, % at 10 µM; AID 952, 2007; Bcl-2-like protein 2 (Homo sapiens), Q92843; 190,000 tested, 0.02% active;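 further: 0% = bound tracer without compound and 100% = peptide blocker; higher means less fluorescent Bim peptide bound to Bcl-W beads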
Rab2 wt GTP = modulators of GTP binding to Rab2A wildtype, primary screen, biochemical, dog, bead-based flow cytometry, multiplex; Ras-related protein Rab-2A (Canis lupus familiaris), P61105; GST-Rab2 wt beads, Bodipy-GTP binding; GTP binding activity, % at 10 µM; 190,000 tested, 0.19% active; AID 760, 2007;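 active means GTP binding activity at least 20 points away from 100%, either lowered or raised; inconclusive means signal likely due to the compound's own green fluorescence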;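 further: 0% = beads with excess unlabeled GTP and 100% = no-compound control corrected for plate trend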
Bcl-B Bim block = inhibitors of Bim-Bcl-B binding, primary screen, biochemical, multiplexed, human Bcl-2 family; bead-based flow cytometry, Bim peptide-Bcl-B binding; AID 951, 2007; inhibition, % at 10 µM; 190,000 tested, 0.073% active;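 further: 0% = tracer peptide without compound and 100% = reference inhibitor peptide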
Target sequence (Q9HD36 whole entry, looked up): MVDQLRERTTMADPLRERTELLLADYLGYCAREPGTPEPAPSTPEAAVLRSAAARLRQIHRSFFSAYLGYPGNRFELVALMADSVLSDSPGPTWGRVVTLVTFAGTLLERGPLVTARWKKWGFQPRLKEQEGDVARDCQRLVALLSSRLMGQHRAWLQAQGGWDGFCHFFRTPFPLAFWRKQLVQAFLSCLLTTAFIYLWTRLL
Bim-Bcl-XL = inhibitors of Bim-Bcl-XL binding, primary screen, biochemical, multiplexed, bead flow cytometry, human Bcl-XL. Bcl-2-like protein 1 (Homo sapiens), Q07817. Bim peptide-Bcl-XL binding, fluorescence. inhibition, % at 10 µM. 190,000 tested, 0.04% active
Cdc42 wt = modulators of GTP binding to wildtype Cdc42, primary screen, biochemical, multiplex bead flow cytometry, Bodipy-GTP; 190,000 tested, 0.2% active; Cell division control protein 42 homolog (Homo sapiens), P60953; percent activity (GTP binding), % at 10 µM; GST-Cdc42 beads; actives lie on both sides;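 active means percent activity GTP binding at least 20 points away from the 100% baseline, either down as inhibitor or up as activator; inconclusive means compound flagged as likely green fluorescent from well-wide comparison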;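 further: median bead fluorescence of bound Bodipy-FL-GTP at 100 nM; 0% = excess unlabeled GTP control and 100% = no compound control; below 100% means less GTP binding so inhibitor and above means activator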
Target sequence (P60953 whole entry, looked up): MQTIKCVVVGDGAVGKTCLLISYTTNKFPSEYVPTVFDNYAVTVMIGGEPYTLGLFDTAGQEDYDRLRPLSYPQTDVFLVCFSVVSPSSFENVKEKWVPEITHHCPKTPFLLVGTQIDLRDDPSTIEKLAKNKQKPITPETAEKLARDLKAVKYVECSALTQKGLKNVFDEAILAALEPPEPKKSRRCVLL
Bim-Bfl-1 = inhibitors of Bim binding to Bfl-1, primary screen, biochemical, multiplexed, bead-based flow cytometry; Bcl-2-related protein A1 (Homo sapiens), Q16548; Bim-Bfl-1 binding inhibition; inhibition, % at 10 µM; 190,000 tested, 0.12% active;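 further: 0% = wells without compound plus tracer and 100% = blocker peptide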
HRas wt GTP bind = modulators of GTP binding to HRas wildtype, primary screen, biochemical, bead-based flow cytometry, multiplex; AID 759, 2007; GST-Ras wt beads, Bodipy-FL-GTP binding; actives lie on both sides; GTP binding activity, % at 10 µM; 190,000 tested, 0.14% active;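 active means GTP binding activity at least 20% away from the 100% baseline, either lowered as inhibitor or raised as activator; inconclusive means flagged as likely green fluorescent, judged across all proteins in the well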;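 further: 0% = unlabeled GTP competition control and 100% = no-compound control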
Target sequence (P01112 whole entry, looked up): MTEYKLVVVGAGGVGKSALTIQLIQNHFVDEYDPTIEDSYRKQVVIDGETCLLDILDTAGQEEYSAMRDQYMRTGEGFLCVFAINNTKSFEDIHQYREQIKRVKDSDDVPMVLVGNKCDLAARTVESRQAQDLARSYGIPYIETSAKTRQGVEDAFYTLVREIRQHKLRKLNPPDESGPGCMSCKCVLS
Active calls of the source: *; ? = inconclusive. Unless noted, no stated cut-off is given here; in the data, active means inhibition above about 40%. Outcome played no part in choosing rows. About 0.62% of those tested had a hit in this group.

Compound | Rac1 mut GTP | Rac1 wt modul | Rab7 wt modul | Bim-Bcl-2 | Bcl-W Bim block | Rab2 wt GTP | Bcl-B Bim block | Bim-Bcl-XL | Cdc42 wt | Bim-Bfl-1 | HRas wt GTP bind
CC(C)N=c1scc(-c2ccco2)n1/N=C/c1ccc(O)c(O)c1 | 98 | 106 | 102 | 0 | 4 | 99 | -8 | 1 | 101 | -3 | 101
COc1ccccc1-n1c(CNC(=O)c2ccccc2)nnc1SCC(=O)Nc1nnc(C)s1 | 97 | 98 | 103 | 2 | -1 | 100 | 0 | -2 | 99 | -2 | 97
CCCCCCn1c(Br)nc2c1c(=O)n(C)c(=O)n2C | ? | ? | ? | 0 | 0 | ? | 0 | 0 | ? | 1 | ?
O=C1CCCN1CCCNC(=S)Nc1ccccc1Cl | 94 | 96 | 104 | -4 | -3 | 99 | -3 | -5 | 95 | -10 | 95
CC(C)Cn1c(N)c(C(=O)COC(=O)c2cnc(Cl)c(Cl)c2)c(=O)n(C)c1=O | 97 | 93 | 104 | 0 | -1 | 96 | -4 | -1 | 92 | -9 | 97
O=C(Nc1ccc2ccccc2c1)c1ccc(NS(=O)(=O)c2ccc(Br)s2)cc1 | 95 | 97 | 97 | -4 | -2 | 93 | -1 | -2 | 93 | -2 | 96
Cc1ccc(Cl)cc1NC(=O)C(Cc1ccccc1)N1C(=O)C2C3CCC(C3)C2C1=O (stereo not given) | 101 | 101 | 97 | -5 | -3 | 99 | -5 | -8 | 101 | -2 | 101
Nc1cc([N+](=O)[O-])ccc1Nc1ccccc1 | 93 | 95 | 104 | 0 | 0 | 97 | 1 | -3 | 93 | 0 | 95
O=C(C1=C(O)C(=O)N(Cc2ccccc2)C1c1ccco1)c1ccco1 (stereo not given) | 91 | 91 | 97 | -1 | 0 | 92 | 4 | 0 | 92 | 0 | 93
CCOc1ccc2[nH]c(C)c(CN3CCCCC3)c(=O)c2c1 | 98 | 101 | 103 | 0 | 1 | 104 | 0 | 1 | 102 | 1 | 103
COc1cc(OC)c(C2C(C(=O)Nc3ccccc3)=C(C)Nc3ncnn32)cc1OC (stereo not given) | 101 | 105 | 100 | -13 | -7 | 102 | -11 | -15 | 100 | -21 | 101
CCN(CC)C(=O)C1CCN(Cc2ccc(Br)cc2)CC1 | 101 | 103 | 98 | -6 | 0 | 101 | -5 | -1 | 100 | -12 | 101
Cc1cc(OCc2nc(-c3cccs3)no2)cc(C)c1Cl | 99 | 101 | 102 | -5 | 1 | 102 | -3 | 0 | 101 | -8 | 100
CCOC(=O)C1C(=O)C=C(c2cccs2)CC1c1ccccc1 (stereo not given) | 101 | 105 | 101 | 3 | -2 | 104 | 1 | -4 | 103 | 0 | 103
Brc1ccc(-c2csc(N/N=C/c3ccco3)n2)cc1 | 96 | 100 | 105 | -3 | -1 | 99 | -4 | 0 | 98 | -3 | 98
Cc1ccc2[nH]c(=O)c3cc(C(=O)N(CCCOC(C)C)Cc4ccco4)sc3c2c1 | 95 | 94 | 98 | -2 | -1 | 96 | 3 | -2 | 94 | 1 | 95
O=c1[nH]c(=O)n(CCO)c2nnn(Cc3ccccc3)c12 | 99 | 103 | 101 | -13 | -6 | 100 | -5 | -8 | 98 | -10 | 100
Cc1ccc(SCC(=O)Nc2cccc(NC(=O)c3ccco3)c2)cc1 | 97 | 103 | 100 | -3 | 1 | 99 | -5 | -1 | 99 | -11 | 100
COc1ccccc1/C=C/CN1CCN(c2ccccc2)CC1 | 101 | 106 | 103 | -4 | 0 | 103 | 0 | 0 | 105 | -1 | 105
CN(C)CC(O)COC(c1ccc(Cl)cc1)c1ccc(Cl)cc1 (stereo not given) | 95 | 95 | 95 | -4 | -4 | 96 | -3 | 2 | 96 | -6 | 99
O=C(Nc1ccc(Br)cn1)c1cccc2c1-c1ccccc1C2=O | 94 | 96 | 99 | 5 | -2 | 95 | -3 | -4 | 94 | -1 | 95
CCCc1cc(=O)n2[nH]c(CCc3ccccc3)nc2n1 | 98 | 101 | 101 | -2 | -1 | 102 | 0 | 0 | 100 | -2 | 101
Cc1ccc(NC(=O)CCNS(=O)(=O)c2ccc3c(c2)oc(=O)n3C)cc1C | 103 | 105 | 99 | -9 | 3 | 103 | -6 | -8 | 104 | -12 | 100
COc1ccc(C(=O)COc2ccccc2C(N)=O)cc1 | 97 | 97 | 97 | -1 | 1 | 99 | -1 | 2 | 103 | -1 | 95
COc1ccc(NC(=O)CSC2=C(C#N)C(c3ccco3)C3=C(CCCC3=O)N2)c(OC)c1 (stereo not given) | 95 | 97 | 102 | -2 | -1 | 100 | -1 | 0 | 96 | 0 | 99
Cc1csc(N(C(=O)c2cccc(S(=O)(=O)N3CCCC3)c2)c2ccccc2)n1 | 101 | 104 | 105 | -4 | 0 | 103 | -5 | -3 | 104 | -9 | 103
CCCCC1S/C(=N/N=C/c2cccs2)NC1=O (stereo not given) | 100 | 102 | 99 | -2 | -1 | 99 | -2 | -4 | 103 | 0 | 101
Cc1ccc(S(=O)(=O)N2CCCCC2)cc1C(=O)Nc1ncn[nH]1 | 99 | 106 | 99 | -10 | -4 | 100 | -11 | -9 | 104 | -27 | 97
COc1ccc(OC)c(NC(=O)c2cc3sccc3n2C)c1 | 98 | 100 | 97 | -3 | -1 | 100 | -2 | 0 | 101 | 1 | 103
CC(C)Sc1nsc2nc(=O)c(/C=C3\C=Nc4ccccc43)c(N)n12 | 89 | 90 | 93 | 5 | 0 | 89 | -1 | 0 | 92 | -4 | 86
O=C(NCc1ccc(Cl)cc1)C(=O)Nc1nccs1 | 95 | 96 | 92 | -3 | -7 | 94 | -1 | -11 | 93 | -2 | 95
Fc1cccc(Cl)c1CSc1nnc(CNc2ccccc2)o1 | 93 | 97 | 98 | -2 | 0 | 94 | -1 | 0 | 97 | -6 | 95
CCCCNC(=O)/C(=C/c1ccccc1)NC(C)=O | ? | ? | ? | 0 | -4 | ? | -5 | -4 | ? | 0 | ?
O=C(C1=C[C@@H]2[C@H]3C(=O)N(c4ccccc4Cl)C(=O)[C@H]3[C@@H](C(=O)c3ccc(Cl)cc3)N2C=C1)c1ccccc1 | 98 | 105 | 98 | 2 | -3 | 97 | -2 | -4 | 103 | 0 | 100
COc1cccc(/C=N/NC(=O)c2cccc([N+](=O)[O-])c2)c1OS(=O)(=O)c1ccc(C)cc1 | 104 | 105 | 97 | -2 | -2 | 106 | -1 | 0 | 105 | -3 | 104
O=c1[nH]c2cc3c(cc2cc1CN(Cc1cccnc1)C(=S)NCc1ccco1)OCCO3 | ? | ? | ? | -4 | 1 | ? | -14 | 0 | ? | 3 | ?
CCc1ccc2nc(SCC(=O)N3CC(=O)Nc4ccccc43)c(C#N)cc2c1 | 96 | 102 | 99 | 3 | 0 | 98 | -1 | -1 | 101 | 0 | 98
CCOC(=O)Cc1nn(C(C)C)c(=O)c2ccccc12 | 95 | 98 | 103 | -7 | 0 | 98 | -5 | -3 | 96 | -7 | 98
COC(=O)c1cn(NC(=O)c2cnccn2)c(=O)c2ccccc12 | 99 | 108 | 99 | -4 | 2 | 102 | -10 | -4 | 104 | -11 | 103
O=C(CSc1nc2ncc(Cl)cc2[nH]1)N(Cc1ccccc1)C1CCS(=O)(=O)C1 (stereo not given) | 97 | 98 | 95 | 1 | 2 | 98 | 6 | 3 | 98 | 3 | 96
O=C(Cn1nc(C(F)F)cc1C1CC1)NCCC1=CCCCC1 | 97 | 104 | 100 | -14 | -4 | 100 | -8 | -11 | 99 | -10 | 99
Cc1cccnc1CN1CCN(C(=O)c2cc(COc3ccc4ncccc4c3)on2)CC1 | 96 | 95 | 98 | -3 | -4 | 95 | -10 | -7 | 99 | -7 | 96
O=C(COC(=O)c1n[nH]c2ccccc12)Nc1cccc(S(=O)(=O)N2CCOCC2)c1 | 92 | 100 | 106 | 0 | 4 | 101 | 2 | 0 | 98 | -5 | 95
